Salmonella PhoP GFP: PhoP regulon inhibitors, Salmonella typhi PhoP promoter GFP reporter, confirmatory (AID 1850). Salmonella Typhi PhoP-promoter GFP reporter, fluorescence, 4 h; higher % means a stronger effect. inhibition, % at 50 µM; hits with a dose series show IC50 in µM. hit rate 0.33% among 310,000; in the data active = a potency from the dose series; inconclusive = inhibition mostly from about 25% at the one dose, without a potency; inactive = the rest, 99 in 100 with inhibition below about 19%;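 note: 0% = induced wells with vehicle and 100% = uninduced wells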
H37Rv inhibition: M. tuberculosis growth inhibition, HTS (AID 449762); M. tuberculosis H37Rv growth inhibition, 7H9 media; higher % means a stronger effect; hit rate 0.59% among 330,000; inhibition, % at 25 µM, or IC50 in µM where a hit was titrated; in the data active = a potency from the dose series; inconclusive = inhibition above about 70% without an active follow-up result;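 note: bacterial growth assessed after seven days of incubation; strong numbers were not always called active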
inhibitors of VEEV: inhibitors of VEEV TC-83 cytopathic effect, confirmation, Vero cells (AID 588727). Vero cells, VEEV TC-83 cytopathic effect inhibition; higher % means a stronger effect. one-dose inhibition, % at 20 µM; IC50 in µM for titrated hits. hit rate 0.13% among 350,000; in the data active = a potency from the dose series; inconclusive = inhibition mostly from about 14% at the one dose, without a potency; inactive = the rest, 99 in 100 with inhibition below about 12%; note: strong numbers were not always called active
influenza NS1A: H1N1 influenza NS1A inhibitors, functional cell based assay (AID 504329) | hit rate 0.3% among 340,000 | NS1A functional cell-based assay, percent inhibition; higher % means a stronger effect | inhibition, % at 12.5 µM; hits with a dose series show IC50 in µM; in the data active = a potency from the dose series; inconclusive = inhibition above about 27% without an active follow-up result; note: strong numbers were not always called active
M. tuberculosis: growth inhibition of non-replicating M. tuberculosis (AID 488890). Mycobacterium tuberculosis non-replicating, growth inhibition; higher % means a stronger effect. one-dose inhibition, % at 25 µM; IC50 in µM for titrated hits. hit rate 0.39% among 320,000; in the data active = a potency from the dose series; inconclusive = inhibition mostly from about 82% at the one dose, without a potency; inactive = the rest, 99 in 100 with inhibition below about 76%;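 note: plate controls were DMSO cells for no effect and high antibiotic wells for full effect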
inhibitors of VEEV 10K pilot screen: further read-out of inhibitors of VEEV, marked with its call; inhibition, %; measured here: 10K pilot screen inhibition
An asterisk follows results filed as active; i = inactive; ? = inconclusive; . = not tested or not shown. An unsorted share of the library, and some 1.5% of all compounds hit somewhere here.

SMILES	Salmonella PhoP GFP	H37Rv inhibition	inhibitors of VEEV	influenza NS1A	M. tuberculosis	others
COc1cc(S(=O)(=O)N2CCCCC2)ccc1NC(=O)c1ccc(F)cc1	0%	-7%	i	3%	-1%
Cc1ccc(CNC(=S)N(C)C)cc1	-1%	-5%	0.8%	0%	-2%
NC(=O)Cn1c(=O)n(CCC(=O)Nc2ccc(F)cc2)c(=O)c2sccc21	-1%	3%	2.4%	6%	-4%
CCN1/C(=C2\OC(=S)N(C)C2=O)C=Cc2ccccc21	-80%	-3%	i	4%	-7%
CNc1nc(Cl)c(SC)c(N2CCOCC2)n1	-5%	0%	0.2%	-1%	-11%
O=c1nc(NC2CCCC2)ccn1Cc1cccc(Br)c1	4%	8%	0.5%	-15%	22%
O=C(CC1C[C@H](C(=O)N2CCCCC2)[C@@]2(CCc3ccccc3)c3[nH]c4ccccc4c3CCN2C1=O)NCCc1ccccn1 (stereo partly drawn)	.	.	i	-19%	.
CCOc1ccc(/C=C/C(=O)c2c(O)cc(C)oc2=O)cc1	-4%	-1%	i	-1%	?
CCc1cc(=O)oc2cc(C)cc(OCC(=O)NCC3CCC(C(=O)O)CC3)c12 (stereo not drawn)	3%	-3%	0.6%	1%	7%
COc1nc(N(C)S(=O)(=O)c2ccc(C)cc2)nc(C)c1Br	-3%	0%	1.5%	-3%	-18%
O=C(c1ccc(Cl)c(Cl)c1)N1CCCC1	10%	-4%	1.2%	2%	57%
CC(=O)Nc1ccc(N(C(=O)c2ccco2)C(C(=O)NC2CCCC2)c2cccs2)cc1 (stereo not drawn)	-2%	6%	0.2%	-2%	32%
CN(C)c1ccc(-c2cc(O)c3ncccc3c2)cc1	.	2.5µM*	0.3%	21%	71%
O=C(c1ccccc1)c1ccc(OC(=O)C2CCCCC2)cc1	-5%	-2%	0.5%	-9%	61%
CCc1cccc(NC(=O)CNC(=O)N2CC(=O)Nc3ccccc32)c1	3%	6%	3.5%	9%	5%
Cc1cc(C)nc(Nc2cccc(C(F)(F)F)c2)n1	-4%	-4%	0.9%	-4%	-19%
Cc1cc(=O)n2[nH]c(NCc3c(F)cccc3Cl)nc2n1	-4%	11%	1.2%	-2%	-2%
CN(C)C(=O)c1ccc(NC(=O)COc2cccc3c2OC(C)(C)C3)cc1	.	.	6.7%	-5%	.
O=C(CCN1CCN(c2ccc([N+](=O)[O-])cc2)CC1)c1ccc(Cl)cc1	-10%	?	1.6%	-2%	?
Cc1nn(-c2ccccc2)c(C)c1C(=O)OCC(=O)NCc1ccco1	5%	-8%	3.0%	1%	4%
COc1ccc(S(=O)(=O)N2CCOC2CNC(=O)C(=O)NCCCN2CCOCC2)cc1C (stereo not drawn)	-1%	-11%	1.6%	-7%	3%
CCCCN(C(=O)c1cc2c(s1)CCC2)c1c(N)n(CC(C)C)c(=O)[nH]c1=O	.	-5%	3.3%	-2%	23%
CCOC(=O)c1c(C)c(C(=O)N2CCCCCC2)c(C)n1C	-3%	0%	0.1%	7%	4%
CCOC(=O)c1n[nH]c2ccccc12	10%	-5%	6.5%	-3%	2%
COc1ccc(/C=N/n2c(C)cc(C)cc2=O)cc1	5%	-2%	1.5%	3%	-13%

New compounds follow:
SMILES	Salmonella PhoP GFP	H37Rv inhibition	inhibitors of VEEV	influenza NS1A	M. tuberculosis	others
CC(C)COc1ccc(C(=O)NNC(=O)CCC(=O)c2cccs2)cc1	.	1%	2.7%	0%	20%
CN(CCCNC(=O)C1CCC(=O)N1Cc1ccc(F)cc1)c1ccccc1 (stereo not drawn)	1%	0%	0.5%	7%	.
CC(C)c1ccc(OCC(=O)N2CCN(c3ccccn3)CC2)c(Br)c1	-2%	70%	5.3%	-1%	39%
O=C(Nc1cc(C(=O)N2CCOCC2)ccc1N1CCCC1)c1cccs1	-2%	-2%	0.2%	6%	-2%
CN(C(=O)Nc1ccc(C(C)(C)C)cc1)C1CCCCC1	2%	-5%	i	-2%	-17%
CN(C)C=Nc1nc2ccccc2nc1N1CCCC1	-6%	-2%	0.6%	-8%	8%
CC(C)C(NC(=O)OC(C)(C)C)C(=O)N1CCCC1C(=O)NC(Cc1ccccc1)C(N)=O (stereo not drawn)	-2%	10%	1.2%	3%	8%
Cn1nc(-c2ccccc2)cc1NC(=O)c1ccccc1	7%	3%	2.9%	-3%	40%
O=C(Nc1ccc(F)c(Cl)c1)N1CCCCCC1	0%	-7%	4.2%	14%	35%
CC(=O)Nc1ccc(C(=O)Nc2ccncc2)cc1	-4%	-1%	1.2%	1%	2%
CCn1nc(C)c(NS(=O)(=O)c2ccc(C)cc2)c1C	-5%	-5%	0.8%	3%	-9%
CCOc1ccc(/C(C)=N\NC(=O)Cc2ccccc2)cc1	-5%	-8%	1.2%	-6%	.
O=C(Nc1ccn(Cc2ccc(F)cc2)n1)c1ccncc1	-7%	-8%	0.5%	5%	-2%
COc1ccccc1NC(=O)c1coc(=O)c(Br)c1	0%	-7%	1.2%	.	15%
CC1CCc2ccccc2N1C(=O)c1cccs1 (stereo not drawn)	2%	-2%	3.5%	-3%	4%
CCCCCCCCCCCCN1[C@@H](CC(=O)OC)c2cc(F)ccc2S1(=O)=O	-11%	0%	i	7%	6%
CSc1ccccc1C(=O)NCC1CCCO1 (stereo not drawn)	-9%	-9%	i	1%	5%
O=C(Cc1ccc(Cl)cc1)N/N=C/c1ccncc1	10%	11%	0.3%	1%	-8%	inhibitors of VEEV 10K pilot screen=0.1
COc1cc(/C=N/O)cc(Br)c1OC	4%	8%	0.9%	4%	17%
O=C(Cc1c(F)cccc1Cl)NNC(=S)Nc1ccc(S(=O)(=O)Nc2ncccn2)cc1	-8%	-5%	1.0%	6%	7%
Cc1cc[n+](CC(=O)c2ccccc2)c2ccccc12	8%	-12%	2.0%	1%	21%
Cc1ccc(S(=O)(=O)N(C)/N=C/c2ccc(C(=O)O)cc2)cc1	3%	10%	1.4%	9%	15%
C=CCOc1ccccc1CNc1cccc(F)c1	-6%	7%	1.2%	-5%	68%
COc1ccc(NC(=O)CCn2c(=S)[nH]c3ccccc3c2=O)cc1	6%	0%	i	2%	3%
Fc1ccc(NC(=S)Nc2cccnc2)cc1Cl	3%	65%	2.5%	-11%	66%

(next part)
SMILES	Salmonella PhoP GFP	H37Rv inhibition	inhibitors of VEEV	influenza NS1A	M. tuberculosis	others
O=C(CC1C(=O)NCCN1Cc1cccc(F)c1F)NCCCC1CCCC1 (stereo not drawn)	-1%	-4%	1.2%	6%	13%
CCOC(=O)N1CCC(NC(=O)Cn2nc(Cc3ccncc3)c3ccccc3c2=O)CC1	-7%	1%	0.7%	25%	-15%
O=C(Nc1c(S(=O)(=O)c2ccc(Cl)cc2)csc1Br)c1ccccc1Cl	-1%	7%	1.2%	8%	-4%
COc1ccc(C2SCCN2S(=O)(=O)c2ccc(NC(C)=O)cc2)cc1OC (stereo not drawn)	-4%	1%	i	0%	1%
CC(=O)c1cccc(Nc2nc(-c3sc(N)nc3C)cs2)c1	-10%	1%	7.5%	-1%	-15%
COc1ccc(C2SCC(=O)N2c2nnc(C34CC5CC(CC(C5)C3)C4)s2)cc1 (stereo not drawn)	-5%	-1%	2.3%	0%	-4%
Cn1c(SCc2ccccc2)nnc1C1CCCNC1 (stereo not drawn)	4%	-4%	1.0%	-5%	-3%
C=CCn1c(SCC(=O)NC2CC2)nnc1-c1ccccn1	-6%	2%	4.0%	-12%	-13%
Cn1c(SCC(=O)c2ccccc2)nnc1-c1cccnc1	-6%	-2%	0.7%	-4%	13%
Clc1ccc(OCCSc2nnnn2C2CCCCC2)cc1	-29%	-1%	6.2%	-22%	4%
Cc1cc(C)c(C(=O)CSc2nnc(-c3cccnc3)n2C)c(C)c1	6%	7%	1.5%	-1%	22%
CCCCN(C(=O)c1cccc(S(=O)(=O)N2CCN(C)CC2)c1)c1c(N)n(CCC)c(=O)[nH]c1=O	4%	-5%	2.1%	-12%	-8%
O=C(CCc1nc2ccccc2s1)Nc1cccnc1	2%	3%	1.8%	0%	18%
CCN(CC)S(=O)(=O)c1cc(NC(=O)COC(=O)CCc2nc3ccccc3s2)ccc1C	-10%	1%	3.9%	8%	11%
O=[N+]([O-])c1ccc(OCCCCCN2CCOCC2)cc1	-4%	-5%	0.2%	-3%	1%
C/C(=N\NC(=O)Cc1ccc(F)cc1)c1ccc(O)cc1	8%	12%	i	-18%	22%
COc1cccc(/C=C/C(=O)OCC(=O)NCCc2ccccc2)c1	-6%	0%	2.2%	4%	50%
COc1ccc(S(=O)(=O)NCCc2c[nH]c3ccc(C)cc23)cc1	-2%	-1%	0.2%	4%	28%
O=c1c2cc(Br)ccc2[nH]c(=S)n1-c1ccccc1	8%	-16%	1.8%	-4%	23%
Cc1cccc(N2CCN(C(=S)c3ccc([N+](=O)[O-])cc3)CC2)c1	-10%	13%	1.5%	10%	31%
Cc1noc(C)c1S(=O)(=O)N(CC(=O)NC1CCCC1)c1ccc(C(C)C)cc1	-21%	3%	4.6%	-4%	2%
CNC(=O)CSc1nc2ccccc2c(=O)n1C1CCCCC1	-7%	-2%	0.2%	-6%	15%
c1csc(-c2cnc3ccccc3n2)c1	-15%	-14%	2.2%	-6%	12%
Cc1cccc(/C=N/NC(=O)c2cc(C3CC3)nc3ccccc23)n1	-3%	5%	i	-11%	11%
Cc1ccc(C)c(N2CCN(c3ccc(N4C(=O)COCC4=O)cc3[N+](=O)[O-])CC2)c1	-6%	-1%	4.8%	-5%	10%

Next section.
SMILES	Salmonella PhoP GFP	H37Rv inhibition	inhibitors of VEEV	influenza NS1A	M. tuberculosis	others
c1ccc(-c2nc(-c3ccco3)n3ccccc23)cc1	-9%	-1%	10%	3%	64%
CCN(C(=O)CN1C(=O)c2ccccc2S1(=O)=O)C1CCCCC1	0%	-7%	1.2%	-16%	-4%
CON(C)S(=O)(=O)c1cccc(C(=O)N(CC(=O)Nc2ccccc2C(F)(F)F)Cc2ccco2)c1	.	-4%	9.9%	-5%	-7%
COC(=O)CCc1c(C)[nH]c(C(=O)OCc2ccccc2)c1C	7%	?	3.4%	8%	72%	inhibitors of VEEV 10K pilot screen=2.7
O=C(CSc1n[nH]c(=O)[nH]c1=O)Nc1cccc(S(=O)(=O)N2CCOCC2)c1	-11%	3%	1.2%	-5%	-5%
Cc1cc(=O)oc2c3c(cc(OCC(=O)N[C@@H](Cc4ccccc4)C(=O)O)c12)OC(C)(C)CC3	-5%	-5%	0.1%	0%	27%

In the list so far, 14 have fluorine:
SMILES	Salmonella PhoP GFP	H37Rv inhibition	inhibitors of VEEV	influenza NS1A	M. tuberculosis	others
COc1cc(S(=O)(=O)N2CCCCC2)ccc1NC(=O)c1ccc(F)cc1	0%	-7%	i	3%	-1%
NC(=O)Cn1c(=O)n(CCC(=O)Nc2ccc(F)cc2)c(=O)c2sccc21	-1%	3%	2.4%	6%	-4%
Cc1cc(C)nc(Nc2cccc(C(F)(F)F)c2)n1	-4%	-4%	0.9%	-4%	-19%
Cc1cc(=O)n2[nH]c(NCc3c(F)cccc3Cl)nc2n1	-4%	11%	1.2%	-2%	-2%
CN(CCCNC(=O)C1CCC(=O)N1Cc1ccc(F)cc1)c1ccccc1 (stereo not drawn)	1%	0%	0.5%	7%	.
O=C(Nc1ccc(F)c(Cl)c1)N1CCCCCC1	0%	-7%	4.2%	14%	35%
O=C(Nc1ccn(Cc2ccc(F)cc2)n1)c1ccncc1	-7%	-8%	0.5%	5%	-2%
CCCCCCCCCCCCN1[C@@H](CC(=O)OC)c2cc(F)ccc2S1(=O)=O	-11%	0%	i	7%	6%
O=C(Cc1c(F)cccc1Cl)NNC(=S)Nc1ccc(S(=O)(=O)Nc2ncccn2)cc1	-8%	-5%	1.0%	6%	7%
C=CCOc1ccccc1CNc1cccc(F)c1	-6%	7%	1.2%	-5%	68%
Fc1ccc(NC(=S)Nc2cccnc2)cc1Cl	3%	65%	2.5%	-11%	66%
O=C(CC1C(=O)NCCN1Cc1cccc(F)c1F)NCCCC1CCCC1 (stereo not drawn)	-1%	-4%	1.2%	6%	13%
C/C(=N\NC(=O)Cc1ccc(F)cc1)c1ccc(O)cc1	8%	12%	i	-18%	22%
CON(C)S(=O)(=O)c1cccc(C(=O)N(CC(=O)Nc2ccccc2C(F)(F)F)Cc2ccco2)c1	.	-4%	9.9%	-5%	-7%

Of the compounds above, these have a tert-butyl group:
SMILES	Salmonella PhoP GFP	H37Rv inhibition	inhibitors of VEEV	influenza NS1A	M. tuberculosis	others
CN(C(=O)Nc1ccc(C(C)(C)C)cc1)C1CCCCC1	2%	-5%	i	-2%	-17%
CC(C)C(NC(=O)OC(C)(C)C)C(=O)N1CCCC1C(=O)NC(Cc1ccccc1)C(N)=O (stereo not drawn)	-2%	10%	1.2%	3%	8%
